Mtb BioA inh – inhibitors of Mycobacterium tuberculosis BioA enzyme | inhibition, % at 9.99 µM | 0.096% of 360,000 active | purified M. tuberculosis BioA enzyme, plate reader; in the data active means inhibition above about 40%; inconclusive means no clear call, values can overlap the other calls
PrPC surface inh – reduces human prion protein on the cell surface; cell surface PrPC, TR-FRET read-out; inhibition, % at 13.8 µM; P04156; 0.43% of 370,000 active; AID 720596; in the data active means inhibition above about 24%; further: 0% = median of the test wells and 100% = reference compound wells
Mtb UGM inh – inhibitors of M. tuberculosis UDP-galactopyranose mutase; 0.06% of 320,000 active; inhibition, % at 10 µM; purified UGM, fluorescence polarization probe displacement; P9WIQ1; in the data active means inhibition above about 10%, passing the limit was not always enough; inconclusive means no clear call, values can overlap the other calls
GDH-TPI counter – counter-screen for M. tuberculosis FBA inhibitors: GDH-TPI coupled enzymes. GDH-TPI coupled enzyme counterscreen, NADH absorbance. 1.2% of 360,000 active. inhibition, % at 4.8 µM; in the data active means inhibition above about 30%;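 further: 0% = DMSO wells and 100% = wells lacking the enzyme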
BoNT-F LC inh – blocks Botulinum neurotoxin F light chain protease; Multiplex microsphere protease cleavage assay, flow cytometry; inhibition, % at 10 µM; 0.22% of 360,000 active; AID 588497; in the data active means inhibition above about 35%, passing the limit was not always enough; inconclusive means no clear call, values can overlap the other calls; further: plate controls were buffer without enzyme for full effect and enzyme alone for no effect
Mtb FBA inh – inhibits M. tuberculosis FBA enzyme; P9WQA3; purified M. tuberculosis FBA, fluorescence read-out; inhibition, % at 1 µM; 2.3% of 360,000 active; in the data active means inhibition above about 27%;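 further: 0% = vehicle and 100% = reference inhibitor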
Target sequence (P9WQA3 whole entry, looked up): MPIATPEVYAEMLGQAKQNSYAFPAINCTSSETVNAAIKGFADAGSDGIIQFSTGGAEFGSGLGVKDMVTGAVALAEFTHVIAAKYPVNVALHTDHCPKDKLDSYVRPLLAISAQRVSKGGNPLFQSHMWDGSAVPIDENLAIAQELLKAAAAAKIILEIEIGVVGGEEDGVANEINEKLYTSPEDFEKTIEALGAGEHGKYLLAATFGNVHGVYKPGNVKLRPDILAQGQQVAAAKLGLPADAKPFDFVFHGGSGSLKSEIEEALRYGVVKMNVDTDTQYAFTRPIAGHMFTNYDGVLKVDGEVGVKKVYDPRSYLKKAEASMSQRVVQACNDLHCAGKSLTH
Rv3671c protease – Rv3671c (M. tuberculosis) protease inhibition; inhibition, % at 5.96 µM; 0.048% of 320,000 active; AID 2606; P9WHR9; in the data active means inhibition above about 38%;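 further: extracellular domain of Rv3671c used as enzyme; 0% = enzyme with DMSO and 100% = no enzyme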
Target sequence (P9WHR9 whole entry, looked up, the tested form may be a part): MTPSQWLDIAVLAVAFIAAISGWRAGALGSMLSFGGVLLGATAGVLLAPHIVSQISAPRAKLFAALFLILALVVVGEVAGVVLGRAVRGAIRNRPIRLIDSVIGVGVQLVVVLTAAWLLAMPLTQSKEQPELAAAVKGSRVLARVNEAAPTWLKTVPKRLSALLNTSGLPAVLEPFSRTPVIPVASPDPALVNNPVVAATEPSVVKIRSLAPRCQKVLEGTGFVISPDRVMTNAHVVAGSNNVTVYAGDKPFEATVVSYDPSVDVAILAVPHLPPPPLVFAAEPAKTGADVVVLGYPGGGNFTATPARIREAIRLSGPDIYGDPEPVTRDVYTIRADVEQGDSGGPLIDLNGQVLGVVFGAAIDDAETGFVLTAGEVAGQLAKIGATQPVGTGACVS
FadD28 binding – M. tuberculosis FadD28 bisubstrate binding inhibition; FadD28 bisubstrate probe binding, fluorescence polarization; inhibition, % at 12.5 µM; 0.22% of 360,000 active; in the data active means inhibition above about 8.5%, passing the limit was not always enough; inconclusive means no clear call, values can overlap the other calls
MazF activator – increases E. coli MazEF RNase cleavage of RNA | FAM/BHQ RNA-DNA oligo cleavage fluorescence, 5 h | activation, % at 20 µM | 0.32% of 350,000 active; in the data active means activation above about 50%
Target sequence (P0AE70 whole entry, looked up): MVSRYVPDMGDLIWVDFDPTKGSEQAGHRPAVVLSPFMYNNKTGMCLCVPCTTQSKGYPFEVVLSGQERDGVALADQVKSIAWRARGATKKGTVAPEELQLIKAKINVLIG
* marks the source's active call; other numbers are inactive results; & = joins results of further samples.

For CCCn1nc(NS(=O)(=O)c2cccc3nonc23)c2cc3cccc(C)c3nc21 the results were Mtb BioA inh 4.8, PrPC surface inh -6, Mtb UGM inh 1.5, GDH-TPI counter 10, BoNT-F LC inh -3, Mtb FBA inh -1, Rv3671c protease 9, FadD28 binding 9.9* and MazF activator 4.
CSC1=N/C(=C\c2ccc3c(c2)OCO3)C(=O)S1 was read as PrPC surface inh 2, Mtb UGM inh 1.4, GDH-TPI counter -4, BoNT-F LC inh -1, Mtb FBA inh 3, Rv3671c protease 5, FadD28 binding -2.7 and MazF activator -10.
Screening Cc1cc(OCC(=O)OCC(=O)N2CCc3ccccc3C2)ccc1Cl returned Mtb BioA inh -0.7, PrPC surface inh 1, Mtb UGM inh 0.2, GDH-TPI counter 2, BoNT-F LC inh -6, Mtb FBA inh 3, Rv3671c protease -14, FadD28 binding 0.7 and MazF activator 4.
For Cc1nc(CCNC(=O)Cc2ccccc2)cs1 the results were Mtb BioA inh -1.3, PrPC surface inh 0, Mtb UGM inh 2.4, GDH-TPI counter 8, BoNT-F LC inh -22, Mtb FBA inh 3, Rv3671c protease 1, FadD28 binding -1.7 and MazF activator 3.
O=C(c1ccc(Cl)cc1)N1N=CCC1(O)c1ccc(Cl)cc1 (stereo not given) was read as Mtb BioA inh 10, PrPC surface inh -2, Mtb UGM inh 1.1, GDH-TPI counter -3, BoNT-F LC inh inconclusive, Mtb FBA inh 0, Rv3671c protease -7, FadD28 binding -0.3 and MazF activator 6.
`CC(C)(C)NC(=O)C(=O)NN=C1CCCCCC1` gave PrPC surface inh -8, Mtb UGM inh 0.1, GDH-TPI counter 2, BoNT-F LC inh -5, Mtb FBA inh 4, Rv3671c protease 10, FadD28 binding -0.1 and MazF activator 7.
`N#Cc1ccc(N2C(=O)[C@@H]3C(C(=O)c4cnccn4)=NN[C@@H]3C2=O)cc1` gave Mtb BioA inh -3.1, PrPC surface inh -7, Mtb UGM inh -1.4, GDH-TPI counter 4, BoNT-F LC inh -15, Mtb FBA inh -2, Rv3671c protease 0, FadD28 binding -0.9 and MazF activator -67.
`C1CC(CN2CCOCC2)CN(c2nc3nonc3nc2N2CCSCC2)C1` (stereo not given) gave PrPC surface inh -8, Mtb UGM inh 0.4, GDH-TPI counter 15, BoNT-F LC inh 4, Mtb FBA inh -1, Rv3671c protease -2, FadD28 binding -0.7 and MazF activator 2.
`Cc1[nH]nc2c1C(c1cc(Br)cs1)C(C#N)=C(N)O2` (stereo not given) gave PrPC surface inh -4, Mtb UGM inh -0.9, GDH-TPI counter 15, BoNT-F LC inh 1, Mtb FBA inh -1, Rv3671c protease -9, FadD28 binding -2.5 and MazF activator -7.
`O=C(Nc1ncccc1O)c1cc2ccccc2o1` gave Mtb BioA inh -0.5, PrPC surface inh 1, Mtb UGM inh 1.0, GDH-TPI counter 6, BoNT-F LC inh 2, Mtb FBA inh 1, Rv3671c protease 7, FadD28 binding -1.1 and MazF activator -6.
For CCS(=O)(=O)N1CCC(C(=O)N2CCOCC2)CC1 the results were Mtb BioA inh 0.8, PrPC surface inh 1, Mtb UGM inh 1.1, GDH-TPI counter -6, BoNT-F LC inh 10, Mtb FBA inh -1, Rv3671c protease 4, FadD28 binding -0.8 and MazF activator 4.
`Cc1cccc(NC(=O)Cn2cc(C(=O)c3ccco3)c3ccccc32)c1` gave Mtb BioA inh -0.3, PrPC surface inh 20, Mtb UGM inh 2.6, GDH-TPI counter 20, BoNT-F LC inh 2, Mtb FBA inh -2, Rv3671c protease -17, FadD28 binding -2.4 and MazF activator 1.
For C[C@H]1CN([C@@H](C)CO)S(=O)(=O)c2ccc(Br)cc2O[C@@H]1CN(C)C(=O)CCN1CCCCC1 the results were Mtb BioA inh 0.7&2.1, PrPC surface inh 1, GDH-TPI counter -15, BoNT-F LC inh -1, Mtb FBA inh -2, FadD28 binding -4.9 and MazF activator 5.
For Cc1ccc(N2C(=O)C(Cl)=C(N3CCCCCC3)C2=O)c(C)c1 the results were Mtb BioA inh 0.3, PrPC surface inh -2, Mtb UGM inh 0.0, GDH-TPI counter 5, BoNT-F LC inh -17, Mtb FBA inh 0, Rv3671c protease -2, FadD28 binding -2.2 and MazF activator -9.
Cc1nnc(SCC(=O)c2ccc(Cl)cc2)s1 was read as Mtb BioA inh -1.7, PrPC surface inh 12, Mtb UGM inh 0.7, GDH-TPI counter 10, BoNT-F LC inh -1, Mtb FBA inh 4, Rv3671c protease -10, FadD28 binding 1.0 and MazF activator 1.
`NS(=O)(=O)c1ccc(NC(=O)COC(=O)CCc2nc3ccccc3c(=O)[nH]2)cc1` gave Mtb BioA inh -1.1, PrPC surface inh -2, Mtb UGM inh -2.5, GDH-TPI counter 3, BoNT-F LC inh -1, Mtb FBA inh -2, Rv3671c protease -5, FadD28 binding -2.1 and MazF activator 4.
`COc1cccc(S(=O)(=O)N(C)C[C@H]2OCc3cnnn3CCCC(=O)N([C@@H](C)CO)C[C@H]2C)c1` gave Mtb BioA inh -1.6&0.2, PrPC surface inh -8, GDH-TPI counter 7, BoNT-F LC inh 0, Mtb FBA inh -1, FadD28 binding 0.7 and MazF activator 6.
O=C(N=Nc1c(O)[nH]c2ccccc12)c1cccs1 was read as PrPC surface inh -32, Mtb UGM inh 0.6, GDH-TPI counter 17, BoNT-F LC inh 0, Mtb FBA inh -2, Rv3671c protease -12, FadD28 binding -3.6 and MazF activator -1.
For CCN(CC)CCC=C(c1cccs1)c1cccs1 the results were Mtb BioA inh -4.8, PrPC surface inh -1, GDH-TPI counter 16, BoNT-F LC inh 7, Mtb FBA inh 5, FadD28 binding -2.4 and MazF activator -32.
COc1ccc(/C(O)=C2/C(=O)C(=O)N(CCCN3CCOCC3)C2c2ccc(C(C)C)cc2)cc1 (stereo not given) was read as Mtb BioA inh -0.2, PrPC surface inh -3, Mtb UGM inh 0.6, GDH-TPI counter -4, BoNT-F LC inh -11, Mtb FBA inh 0, FadD28 binding -1.7 and MazF activator -4.

By substructure, the entries above with bromine.
`Cc1[nH]nc2c1C(c1cc(Br)cs1)C(C#N)=C(N)O2` (stereo not given) gave PrPC surface inh -4, Mtb UGM inh -0.9, GDH-TPI counter 15, BoNT-F LC inh 1, Mtb FBA inh -1, Rv3671c protease -9, FadD28 binding -2.5 and MazF activator -7.
For C[C@H]1CN([C@@H](C)CO)S(=O)(=O)c2ccc(Br)cc2O[C@@H]1CN(C)C(=O)CCN1CCCCC1 the results were Mtb BioA inh 0.7&2.1, PrPC surface inh 1, GDH-TPI counter -15, BoNT-F LC inh -1, Mtb FBA inh -2, FadD28 binding -4.9 and MazF activator 5.

New compounds follow
`COC(=O)Nc1ccc(S(=O)(=O)N2CCCc3cccc(O)c32)cc1` gave PrPC surface inh 10, Mtb UGM inh 1.1, GDH-TPI counter 1, BoNT-F LC inh -3, Mtb FBA inh -1, Rv3671c protease -3, FadD28 binding -1.9 and MazF activator -5.
Screening Cc1cc(NC(=O)CCCn2nc([N+](=O)[O-])c(Br)c2C)no1 returned Mtb BioA inh 0.2, PrPC surface inh -10, Mtb UGM inh -0.5, GDH-TPI counter 3, BoNT-F LC inh -3, Mtb FBA inh -5, Rv3671c protease 1, FadD28 binding -3.4 and MazF activator 8.
Screening COCCN(C(=O)C(F)(F)F)C(C(=O)NC1CCCCC1)c1ccco1 (stereo not given) returned Mtb BioA inh -0.2, PrPC surface inh 3, Mtb UGM inh 1.5, GDH-TPI counter -3, BoNT-F LC inh 4, Mtb FBA inh -11, Rv3671c protease 3, FadD28 binding -1.4 and MazF activator 2.
COCCNC(=O)c1cn(C(C)c2ccccc2F)nn1 (stereo not given) was read as PrPC surface inh -7, Mtb UGM inh 2.1, Rv3671c protease -4 and MazF activator -3.
For c1ccc(-c2csc(N3CCCCCC3)n2)cc1 the results were Mtb BioA inh -3.0, PrPC surface inh 8, Mtb UGM inh -3.9, GDH-TPI counter -2, BoNT-F LC inh 8, Mtb FBA inh -1, Rv3671c protease 11, FadD28 binding -0.6 and MazF activator -3.
`N#Cc1c(N)nc2c(c1N)CC(=O)N2c1ccc(Cl)cc1` gave Mtb BioA inh 0.9, Mtb UGM inh -0.5, GDH-TPI counter 14, BoNT-F LC inh -5, Mtb FBA inh 2, Rv3671c protease -2, FadD28 binding -4.6 and MazF activator -22.
`CC(=O)COC(=O)C1CCN(S(=O)(=O)c2cc([N+](=O)[O-])ccc2Cl)CC1` gave Mtb BioA inh -0.6, PrPC surface inh -19, Mtb UGM inh 0.7, GDH-TPI counter 0, BoNT-F LC inh -8, Mtb FBA inh -4, Rv3671c protease 0, FadD28 binding 0.9 and MazF activator -6.
`CCCNC(=O)C1(C)CCN(Cc2csc(-c3ccc(Cl)cc3)n2)C1` (stereo not given) gave Mtb BioA inh 1.9, PrPC surface inh -7, GDH-TPI counter -4, BoNT-F LC inh -3, Mtb FBA inh -2 and FadD28 binding -5.6.
For COc1ccc(-c2[nH]ncc2CN2CCN(Cc3cccs3)CC2)c(F)c1 the results were Mtb BioA inh -10, PrPC surface inh 5, Mtb UGM inh -0.2, GDH-TPI counter 1, BoNT-F LC inh -1, Mtb FBA inh 5, Rv3671c protease 4, FadD28 binding -2.4 and MazF activator -7.
Screening COc1ccc(/C=N/NC(=O)CCn2c3ccccc3c3ccccc32)cc1O returned Mtb BioA inh -6.4, PrPC surface inh -3, Mtb UGM inh 0.6, GDH-TPI counter 13, BoNT-F LC inh -5, Mtb FBA inh -2, Rv3671c protease -6, FadD28 binding -1.1 and MazF activator 3.
CN(C)c1ccc(C(=S)N2CCN(C(=S)Nc3ccccc3)CC2)cc1 was read as PrPC surface inh -4, Mtb UGM inh -1.1, GDH-TPI counter 9, BoNT-F LC inh -9, Mtb FBA inh 6, Rv3671c protease 3, FadD28 binding -0.6 and MazF activator 11.
`Cc1ccc(NC(=O)C2CC(=O)N(C(C)C)C2)cc1C` (stereo not given) gave Mtb BioA inh -0.7, PrPC surface inh 1, Mtb UGM inh 2.8, GDH-TPI counter 7, BoNT-F LC inh -5, Mtb FBA inh -1, Rv3671c protease -1, FadD28 binding -0.7 and MazF activator -33.
Screening CCOCCCNC(=O)C1CCCN(S(=O)(=O)c2cccc3nsnc23)C1 (stereo not given) returned Mtb BioA inh 0.0, PrPC surface inh -31, Mtb UGM inh 1.1, GDH-TPI counter 11, BoNT-F LC inh 8, Mtb FBA inh -2, Rv3671c protease 0, FadD28 binding -2.4 and MazF activator 13.
`COc1cccc(CNC(=O)COC(=O)CCc2cc(OC)c(OC)c(OC)c2)c1` gave Mtb BioA inh -0.2, PrPC surface inh -3, Mtb UGM inh -3.4, GDH-TPI counter -2, BoNT-F LC inh -22, Mtb FBA inh -5, Rv3671c protease 5, FadD28 binding -2.6 and MazF activator -9.
Screening Cc1csc(CN(C)C(=O)CC2C(=O)NCCN2CC(C)(C)C)n1 (stereo not given) returned Mtb BioA inh -0.6, PrPC surface inh 4, Mtb UGM inh 2.4, GDH-TPI counter -1, BoNT-F LC inh 9, Mtb FBA inh 7, Rv3671c protease -7, FadD28 binding -2.2 and MazF activator -4.
Screening Clc1ccccc1Cc1noc(CN2CCN(Cc3ccccn3)CC2)n1 returned Mtb BioA inh 0.6, PrPC surface inh 2, Mtb UGM inh 0.1, GDH-TPI counter -11, BoNT-F LC inh -6, Mtb FBA inh 0, Rv3671c protease -4, FadD28 binding -4.7 and MazF activator 1.
For CCOC(=O)C1(CCOc2ccccc2)CCN(Cc2cc(OC)c(O)cc2Cl)CC1 the results were Mtb BioA inh 0.0, PrPC surface inh 0, Mtb UGM inh 2.7, GDH-TPI counter -4, BoNT-F LC inh -11, Mtb FBA inh 3, Rv3671c protease 0, FadD28 binding -1.7 and MazF activator 1.
Screening OC(COc1ccc(OCC(O)CN2CCCCC2)cc1)CN1CCCCC1 (stereo not given) returned Mtb BioA inh -1.3, PrPC surface inh -10, Mtb UGM inh -2.0, GDH-TPI counter 19, Mtb FBA inh 2, Rv3671c protease 0, FadD28 binding -3.3 and MazF activator -21.
Screening CCN1CCN(c2cc(C)c3cc(NC(=O)Cc4ccc(OC)c(OC)c4)ccc3n2)CC1 returned Mtb BioA inh 0.8, PrPC surface inh -10, Mtb UGM inh -1.0, GDH-TPI counter 17, BoNT-F LC inh -19, Mtb FBA inh 21, Rv3671c protease -3, FadD28 binding -1.0 and MazF activator -5.

Assay outcomes deposited in PubChem BioAssay by several laboratories.
